XiGFP reactiv: reactivates the inactive X chromosome in mouse fibroblasts; XiGFP mouse fibroblasts, % GFP-positive cells imaging, 3 d; cells co-treated with 5-aza-dC sensitizer; scaled so ellipticine positive control = 100%; activation, % at 7.58 µM; 0.055% of 360,000 active; AID 743238;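 active means mean normalized replicate activation at least 10% and every replicate at or above 10%; inconclusive means only one of the two criteria met; inactive means mean below 10% and not all replicates reach 10%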;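 further: 0% = median of on-plate neutral control wells and 100% = ellipticine 6 µM median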
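Material: XiGFP fibroblasts, SV40-immortalized. Buffer or medium: DMEM plus 5-aza-dC sensitizer. Compound: single concentration per compound, delivered by pin transfer. Times: 3 days compound exposure. Controls: ellipticine 6 µM.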
GSIS activator: primary screen for activators of insulin secretion dependent on glucose, INS-1E cells, GLuc reporter luminescence. AID 743287. activation, % at 16.6 µM. INS-1E GLuc reporter insulin secretion, 2-3 h. 0.61% of 370,000 active;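 active means lowest replicate activation of at least 40%, so every replicate reaches that level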;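 further: 0% = median of neutral control wells and 100% = median of IBMX positive control wells; some compounds called inactive have numbers as strong as hits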
DENV2 CPE rescue: DENV2-induced cell death inhibition; DENV2-infected cells, cytopathic effect rescue, plate reader; CPE inhibition, % at 9.99 µM; 1.7% of 350,000 active; AID 651640; in the data active means CPE inhibition above about 20%, passing the limit was not always enough; inconclusive means no clear call, values can overlap the other calls; tested in BHK-21 cells;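 further: 0% = median of neutral control wells and 100% = median of positive control wells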
EWS-Fli inh: EWS/Fli transcriptional activity inhibition. A673 NR0B1-luciferase reporter, viability-normalised. inhibition, % at 12.6 µM. 0.67% of 350,000 active;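 active means mean inhibition of at least 50% after viability correction, with every replicate also passing that limit; inconclusive means mean reaches 50% but only one of two replicates passes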;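 further: firefly luciferase signal divided by Alamar Blue viability fluorescence both relative to DMSO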
ARNT-TACC3 inh: disrupts binding between human ARNT and TACC3; AlphaScreen His-ARNT PAS-B/GST-TACC3 binding, luminescence; TACC3 fragment carries E629A point mutation; inhibition, % at 9.99 µM; 0.66% of 390,000 active;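 active means mean inhibition of replicates at least 50% and at least half of replicates each reaching 50%; inconclusive means half or more replicates reach 50% but mean below 50%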;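 further: 0% = complete ARNT plus TACC3 wells and 100% = ARNT alone without TACC3; many hits fall short of the cut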
ERp5 block: inhibitors of human ERp5. Q15084. ERp5 insulin aggregation, absorbance 650 nm, 90 min. inhibition, % at 9.99 µM. 0.05% of 350,000 active. AID 651711;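 active means mean replicate inhibition above about 25%, with every replicate also reaching it, limit read from the data, passing the limit was not always enough; inconclusive means only one of those two criteria met; inactive means neither criterion met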
Target sequence (Q15084 whole entry, looked up): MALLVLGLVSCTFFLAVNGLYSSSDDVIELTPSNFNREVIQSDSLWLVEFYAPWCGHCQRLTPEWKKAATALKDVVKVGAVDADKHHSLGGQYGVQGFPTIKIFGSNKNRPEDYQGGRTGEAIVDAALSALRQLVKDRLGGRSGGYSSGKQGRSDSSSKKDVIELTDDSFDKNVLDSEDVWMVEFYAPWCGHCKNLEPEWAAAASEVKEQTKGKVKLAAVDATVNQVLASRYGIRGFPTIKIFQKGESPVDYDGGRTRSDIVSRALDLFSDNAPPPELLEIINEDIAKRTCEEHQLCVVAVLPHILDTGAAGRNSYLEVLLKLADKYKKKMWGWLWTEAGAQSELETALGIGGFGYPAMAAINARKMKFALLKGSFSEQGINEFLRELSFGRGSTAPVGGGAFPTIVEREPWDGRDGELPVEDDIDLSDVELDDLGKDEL
PAX8 reporter: inhibitors of PAX8 transcriptional activity in RMG-I cells; inhibition, % at 12.6 µM; AID 652154; RMG-I TPO-luciferase reporter, SteadyGlo, 24 h; 1.2% of 360,000 active;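 active means mean replicate inhibition at least 60% with every replicate also reaching 60%; inconclusive means only one of the two criteria is met; inactive means mean below 60% and not all replicates reaching 60%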;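 further: luciferase light reporting Pax8 driven TPO promoter activity; plate controls were median of neutral control wells for no effect and mitoxantrone controls for full effect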
F508del corr: correctors of CFTR F508del function in bronchial epithelial cells; 0.36% of 350,000 active; activity (quench increase), % at 7.58 µM; CFBE cells, YFP halide quenching; stimulated with forskolin plus potentiator P3; % fluorescence drop versus neutral controls;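 active means mean added fluorescence quench of at least 8% versus neutral control, with both replicates also reaching 8%; inconclusive means only one of the mean or replicate conditions met; inactive means mean below 8% and not both replicates reaching 8%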;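 further: cells transiently co-express mutant CFTR-F508del with the halide-sensitive YFP; corrector assay measuring rescue of mutant channel to the surface after 24 h compound exposure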
* = called active by the depositor; ? = inconclusive; nt = no result given.

SMILES	XiGFP reactiv	GSIS activator	DENV2 CPE rescue	EWS-Fli inh	ARNT-TACC3 inh	ERp5 block	PAX8 reporter	F508del corr
COc1cc(OC)c(OC)cc1CNCCc1ccc(F)cc1	0.1	12.4	2.3	-0.9	1.0	-2.3	-38.1	1.2
O=c1[nH]c2ccccc2o1	nt	1.8	-5.6	-5.8	8.1	-2.9	nt	-2.8
O=C(Cc1ccccc1)N1C[C@H]2[C@@H](c3ccccc31)[C@H](CO)N2Cc1ccccc1	0.4	-6.3	?	8.1	-7.2	0.9	18.9	1.6
O=C(O)CCn1cc(C=C2C(=O)NC(=O)NC2=O)c(-c2cc3ccccc3oc2=O)n1	0.0	-1.1	1.5	2.6	-3.0	6.4	12.4	-0.1
COCC(=O)N1[C@@H]2c3ccc(C4=CCCC4)c(=O)n3C[C@H]1[C@H](CO)[C@H]2C(=O)OC	0.2	9.5	-1.3	2.0	-6.2	-17.0	-1.2	0.1
Cc1cc(N=Nc2ccccc2C)ccc1N	0.4	-33.4	-3.7	49.2	nt	3.6	-197.4	-4.8
CN1CCN(c2cc(N3CCNCC3)ccc2[N+](=O)[O-])CC1	0.0	15.1	nt	nt	14.6	nt	-20.3	nt
CCCc1nnc(NC(=O)CCC(=O)N2CCN(CCOC(c3ccccc3)c3ccccc3)CC2)s1	0.0	-12.6	nt	nt	-13.8	nt	12.1	nt
O=C(Cc1ccccc1)OCn1nnc2ccccc2c1=O	nt	-4.1	4.5	-6.1	-0.4	11.7	nt	0.2
COc1ccc(N2C(=O)NC(=O)/C(=C/c3cccc(OC(=O)c4cccs4)c3)C2=O)cc1Cl	0.0	-37.9	-0.1	-15.4	nt	1.3	-8.3	-1.8
CCc1ccc(OCC(=O)N2CCN(Cc3ccc4c(c3)OCO4)CC2)cc1	0.0	-24.8	2.5	-18.9	6.4	-1.1	18.2	-3.1
NC(=O)c1ccc(C(=O)Nc2ccc([As](=O)(O)O)cc2)cc1	0.2	5.9	1.5	1.1	nt	1.6	6.2	-1.1
C=CCN1C(=O)NC(=O)/C(=C/c2ccc(OC)c(COc3ccc(NC(C)=O)cc3)c2)C1=O	-0.1	15.0	2.8	9.7	-1.6	-1.6	-3.5	-1.0
CCOc1ccccc1-n1c(O)c(C=NCCCn2ccnc2)c(=O)[nH]c1=O	-0.1	25.7	4.3	4.9	-4.1	-3.0	21.0	0.7
COc1ccccc1-n1c(Cc2ccccc2)nc2ccccc2c1=O	0.0	-11.1	-4.8	4.9	-0.7	6.3	-5.9	-2.3
S=P(N1CCCCCC1)(N1CC1)N1CC1	0.2	nt	10.4	-1.4	4.4	3.4	-13.8	-1.2
CC(NCc1ccc(Cl)cc1Cl)C(O)c1ccccc1 (centres undefined)	nt	16.6	-5.1	-23.6	26.4	-9.1	nt	1.1
O=C(Cc1ccccn1)N1CCCCN2[C@H](C1)[C@H](c1ccc(-c3ccccc3)cc1)[C@@H]2CO	0.0	-1.0	43.0*	-5.7	6.2	10.1	-10.7	-1.3
COc1ccc2c(c1OC)C(=O)OC2C1c2cc3c(cc2CCN1C)OCO3 (centres undefined)	0.0	nt	-3.5	2.1	2.4	2.7	12.4	-2.0
Cc1cc(N2CCN(C)CC2)nc2ccccc12	0.2	12.1	1.5	8.7	-1.4	-3.0	-24.6	-0.8
COC(=O)C1=C(c2ccc(C(C)=O)cc2)C[C@@H]2CC[C@H]1N2C(=O)N1CCOCC1	0.1	-4.9	-0.9	-4.3	4.6	5.4	-4.7	-1.6
Cc1ccc(NC(=O)N2CC2)cc1NC(=O)N1CC1	0.0	nt	-3.5	-0.2	-0.6	8.8	-4.7	0.9
Cc1cccc(-n2c(C)nc3ccccc3c2=O)c1C	0.1	10.7	-0.5	-5.5	8.9	2.1	7.6	-1.3
COC(=O)C1C(c2ccc(I)cc2)CC2CCC1N2C (centres undefined)	nt	7.2	3.1	1.2	nt	-0.4	nt	-1.5
Cc1csc(NC(=O)C(Cl)c2ccccc2)n1 (centres undefined) (tested in a mixture with another compound)	0.3	12.6	-1.5	-3.9	nt	3.5	-15.0	-0.9
Cc1cccc([N+](=O)[O-])c1	nt	-2.2	9.4	-5.6	nt	-0.4	nt	5.1
O=P(Oc1ccccc1)(Oc1ccccc1)C(O)c1ccccc1 (centres undefined)	0.1	-22.6	nt	-1.3	nt	2.4	2.9	-1.7
CC(C)N1CCN(Cc2cccc3c2OCO3)CC1CCO (centres undefined)	0.2	-4.5	0.7	4.0	nt	2.0	-4.3	0.4
COc1ccc(-n2c(/C=C3\C(=O)Nc4ccccc43)nc3ccccc3c2=O)cc1	0.1	-6.3	5.1	16.7	-12.3	0.7	17.9	1.8
CC1CC(C)CC(C)C(O)C(C#N)=CC=CCC(C2CCCC2C(=O)O)OC(=O)CC(O)C(C)C1 (centres undefined)	0.0	-26.9	-28.7	46.6	-1.8	4.9	102.0*	-1.8

Later entries
SMILES	XiGFP reactiv	GSIS activator	DENV2 CPE rescue	EWS-Fli inh	ARNT-TACC3 inh	ERp5 block	PAX8 reporter	F508del corr
C[N+]1(C)C2CCC1CC(OC(=O)c1ccccc1)C2 (centres undefined)	-0.4	26.2	6.1	1.8	0.0	?	-6.4	-0.2
COC(=O)C1=C(c2cc3ccccc3o2)C[C@@H]2CC[C@H]1N2C(=O)N1CCC(O)CC1	0.0	4.4	-6.4	-0.5	6.0	-0.6	-4.3	-2.6
CC1CN(c2ccc([N+](=O)[O-])cc2Cl)CCN1 (centres undefined)	0.0	2.0	nt	nt	48.9*	nt	5.7	nt
CC(=O)N1CCN(CCN=Cc2c(O)n(-c3ccc(C)cc3)c(=S)[nH]c2=O)CC1	0.2	-1.7	0.5	14.2	37.8	1.6	0.5	-2.7
Cc1cccc(OCCn2cccc2/C=C2/C(=O)NC(=O)N(Cc3ccco3)C2=O)c1	0.0	-19.6	3.3	-14.0	nt	8.3	-30.4	1.5
C=CCn1c(O)c(C(CC)=Nc2ccc(N(C)C)cc2)c(=O)[nH]c1=O	0.6	nt	-5.2	3.6	11.0	-1.5	3.0	-8.2
CN1C(=O)C(=Cc2ccc(Sc3ccccc3)o2)C(=O)N(C)C1=S	0.1	-31.9	-0.9	18.5	0.2	5.8	13.6	-0.8
O=c1c2ccccc2nc(/C=C/c2ccccc2)n1-c1ccccc1O	0.2	-3.1	-4.7	-6.0	8.2	-2.1	27.9	-0.4
O=C1NC(=O)C(=Cc2coc3ccccc3c2=O)C(=O)N1	0.0	2.7	5.4	6.9	nt	-0.9	0.2	-1.0
O=C(c1cc(F)ccc1F)C1CCCN(Cc2cccc(Cl)c2)C1 (centres undefined)	0.2	74.9	-0.2	-1.5	-0.9	1.5	-2.5	2.0
CC(=NCCN1CCCCC1)c1c(O)n(-c2ccccc2)c(=O)[nH]c1=O	-0.1	nt	1.1	-3.7	2.5	4.5	-11.8	-1.4
C[N+]1(C)[C@@H]2CC[C@H]1CC(OC(=O)C(c1ccccc1)c1ccccc1)C2 (some centres undefined)	0.0	6.9	5.1	6.5	10.6	1.6	-12.8	2.5
O=[N+]([O-])c1ccccc1-c1cc(-c2ccccc2)cc(-c2ccccc2)[n+]1Cc1ccccc1Cl	0.0	-5.1	nt	51.5*	nt	4.6	86.1*	-5.4
O=C(c1ccc(Cl)cc1)N1CCC2(CC1)OCCO2	0.0	1.8	-5.2	-5.9	1.1	5.8	6.9	-0.7
O=[N+]([O-])c1ccc(-c2ccccc2)c([As](=O)(O)O)c1	0.1	-9.5	-2.1	-6.9	-3.4	1.0	0.1	-3.9
CN1CCCN(c2ccc([N+](=O)[O-])nc2)CC1	0.0	-3.6	-2.6	-2.8	2.1	0.8	-1.1	0.2
CC1CN=C(NCCc2ccccc2)S1 (centres undefined)	0.2	-2.0	-0.6	-1.4	9.2	6.9	-9.4	nt
COc1ccc2c(c1)NP(=S)(Oc1ccccc1)N2 (centres undefined)	-0.1	nt	-0.5	-9.0	14.4	2.5	-25.8	1.0
Cc1ccc(O)c(C(=O)c2cc(C(=O)NCc3ccccc3)c(=O)n(Cc3ccccc3)c2)c1	0.0	-3.3	?	21.3	-6.0	-4.8	30.4	-1.4
CC(C)c1c(CN(C)C(C)Cc2ccccc2)n(C)n(-c2ccccc2)c1=O (centres undefined)	0.1	-1.9	4.7	4.0	-17.6	1.8	1.1	0.1
Cc1cccc(CNCCc2ccccc2)n1	0.2	10.9	1.8	-9.3	-1.9	1.1	-30.6	-0.5
FC(F)(F)/C(=N\P(=S)(N1CCOCC1)N1CCOCC1)N1CCOCC1	nt	2.4	1.7	7.2	-4.4	4.3	nt	-0.8
O=C(Cc1ccccc1)N1C[C@H]2[C@@H](c3ccccc31)[C@@H](CO)N2Cc1ccccc1	0.2	-0.7	11.7	7.9	4.2	3.9	4.6	0.9
CC(C)CC#Cc1ccc([C@H]2[C@@H](CO)N3CCCCN(C(=O)Cc4ccccn4)C[C@H]23)cc1	0.0	-16.1	0.9	9.6	-4.6	-3.1	-13.2	2.6
CCOC(=O)C1(CCOc2ccccc2)CCN(Cc2cccc(O)c2)CC1	0.1	-1.4	-3.6	21.7	1.8	3.6	-13.9	-0.7
CCn1c(O)c(C=NCCN2CCOCC2)c(=O)n(CC)c1=S	0.1	2.4	-2.9	13.5	-27.8	-0.3	12.7	0.7
Cc1cc(N2CCNC[C@@H]2C)ccc1N1CCN[C@H](C)C1	0.4	12.2	-0.1	-9.2	nt	-6.4	7.0	-0.3
COc1ccccc1OCC(=O)N1CCCC(N2CCN(c3ccc(F)cc3)CC2)C1 (centres undefined)	0.2	20.1	-0.9	-6.5	2.4	2.4	1.1	-2.4
COc1ccc2c3c1OC1C(O)C=CC4[C@@H](C2)N(C)CC[C@]314 (some centres undefined)	nt	14.2	-21.8	-1.1	-2.0	-2.3	nt	0.8
O=[N+]([O-])c1ccc(N(CCO)CCO)c2c1no[n+]2[O-]	0.6	nt	1.8	20.5	nt	-2.1	108.5*	-11.4

The list goes on.
SMILES	XiGFP reactiv	GSIS activator	DENV2 CPE rescue	EWS-Fli inh	ARNT-TACC3 inh	ERp5 block	PAX8 reporter	F508del corr
CC(=O)N1CC(=O)Nc2ccc(Cl)cc2C1c1ccccc1 (centres undefined)	-0.1	1.2	-0.3	-28.5	0.3	1.2	0.2	-1.8
COc1ccccc1OP(=O)(Nc1cccnc1)Oc1ccccc1OC	-0.1	4.0	-5.7	47.9	4.9	-4.6	35.0	nt
CCCCn1c(C)c(C(=O)O)c2cc(OC)c3ccccc3c21	0.0	-10.5	-4.3	1.9	-3.8	-1.4	-23.5	-0.5
O=C(Cn1c(=O)c(C(F)(F)F)nc2ccccc21)N1CCC2(CC1)OCCO2	nt	20.4	-6.1	1.9	2.7	-3.7	nt	-3.5
O=C(Cc1ccccn1)N1CCCCN2[C@H](C1)[C@@H](c1ccc(-c3ccccc3F)cc1)[C@@H]2CO	?	13.3	-11.5	12.8	-1.7	-3.4	-19.0	0.8
CN(C)C(=O)Oc1c(Cl)cc(Cl)c2cccnc12	nt	7.8	-3.9	-7.1	-3.9	1.6	-17.9	0.5
O=C1NC(=O)N(c2ccc3c(c2)OCO3)C(=O)/C1=C\c1ccc(N2CCCCC2)o1	0.1	-7.3	2.3	-9.9	-1.6	-0.1	-13.6	-1.5
CCCCn1c(O)c(/C(C)=N/NC(=O)Nc2ccccc2)c(=O)[nH]c1=O	0.1	-0.7	-2.1	2.1	1.5	4.7	-6.3	1.2

Screening data: PubChem BioAssay, Broad Institute

This is a subset; the hit share may differ from the screen's.
